# L3MBTL1 block: inhibitors of human L3MBTL1; AlphaScreen L3MBTL1–H3K9me1 peptide binding; Potency, µM (doses to about 57.1 µM), for the others: top-dose activity, negative = inhibition, most hits filed as inhibitors; 230,000 compounds, 0.66% hits; active means well fitted inhibition curve with a large enough effect; inconclusive means small, poorly fitted or top-dose-only effect; inactive means no such curve, though single readings can be large or run the other way; further: nearly all actives have a fitted effect of over 60% in size
# Target sequence (Q9Y468 whole entry, looked up): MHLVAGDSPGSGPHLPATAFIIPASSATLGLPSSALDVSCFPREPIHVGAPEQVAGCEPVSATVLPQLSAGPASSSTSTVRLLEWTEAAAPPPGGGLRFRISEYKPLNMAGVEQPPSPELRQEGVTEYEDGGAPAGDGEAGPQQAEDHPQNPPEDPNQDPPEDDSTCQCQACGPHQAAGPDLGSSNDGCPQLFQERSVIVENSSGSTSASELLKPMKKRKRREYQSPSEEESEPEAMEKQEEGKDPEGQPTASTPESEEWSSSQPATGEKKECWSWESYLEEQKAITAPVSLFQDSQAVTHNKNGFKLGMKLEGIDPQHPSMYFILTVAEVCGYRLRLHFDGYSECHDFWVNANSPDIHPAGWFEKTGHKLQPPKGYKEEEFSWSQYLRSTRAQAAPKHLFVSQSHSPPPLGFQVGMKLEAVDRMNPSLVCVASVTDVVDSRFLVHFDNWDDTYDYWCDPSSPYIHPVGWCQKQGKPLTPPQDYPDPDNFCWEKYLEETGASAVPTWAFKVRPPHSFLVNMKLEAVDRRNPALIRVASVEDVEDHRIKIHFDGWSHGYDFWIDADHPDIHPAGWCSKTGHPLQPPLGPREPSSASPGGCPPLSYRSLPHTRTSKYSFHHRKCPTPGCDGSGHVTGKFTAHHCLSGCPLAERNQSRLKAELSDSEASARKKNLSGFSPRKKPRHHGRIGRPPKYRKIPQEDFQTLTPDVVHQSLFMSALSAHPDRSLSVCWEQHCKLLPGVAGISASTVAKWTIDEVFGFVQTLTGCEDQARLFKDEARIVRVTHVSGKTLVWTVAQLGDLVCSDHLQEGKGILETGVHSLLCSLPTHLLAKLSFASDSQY
#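 Read-out is AlphaScreen signal from streptavidin donor and nickel chelate acceptor beads (10 ug/mL final each) bridging L3MBTL1 (50 nM) and biotinylated K9-monomethylated H3(1-15) peptide (75 nM), after 30 min compound exposure at room temperature.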
# * = called active by the depositor; ? = inconclusive; & = joins results of further samples; [ ] = another dose, or the depositor's remark. On the % scale 0 is the no-effect control and ±100 the full control effect; potency means the concentration at half of the fitted maximal effect. A portion of the library (hit frequency here may not be typical).
L3MBTL1 block	Compound
6%	Cc1ccc(S(=O)(=O)N2[C@@H](c3ccccc3)C(C(=O)O)=CC[C@H]2c2ccc(Cl)cc2)cc1
0%	CCC(=O)c1ccc(OCC(=O)OCC(=O)Nc2cccc(S(=O)(=O)N3CCCC3)c2)cc1
-5%	Cn1ccnc1SC(C(=O)O)c1ccccc1 (centres undefined)
-7%&4%	NC(=O)C1CCN(c2nc(-c3ccccc3Br)cs2)CC1
4%	CC[C@]12c3[nH]c4ccc(Cl)cc4c3CCN1C(=O)[C@@H](CC(=O)NCCCn1ccnc1)C[C@@H]2C(=O)N1CCN(C(=O)c2ccco2)CC1
0%	CCC[C@@H](CN1CCC[C@H]1CN1C(N)=NC[C@@H]1Cc1ccccc1)N1C[C@@H](Cc2ccccc2)N(CCc2ccc(Cl)c(Cl)c2)C1=N
-3%	Cc1c(Cl)cccc1N1C(=O)CC(NNC(=O)c2ccc3c(c2)OCO3)C1=O (centres undefined)
10%	CC(Sc1nc2ccc(C(=O)c3ccccc3)cc2[nH]1)C(=O)O (centres undefined)
6%	Cc1ccc(C)c(NC(=O)CN(C)C(=O)c2cccc(S(=O)(=O)N3CCCC3)c2)c1
-15%	COc1ccc(NC(=O)CN(C)C(=O)c2cc(-c3cccs3)nn2-c2ccccc2)cc1
1%	O=C(c1cc(S(=O)(=O)N2CCOCC2)ccc1Cl)N1CCCCC1CO (centres undefined)
16%	CCC(=O)Nc1ccc(NCc2cccs2)cc1
-1%	CC(=O)c1ccc(S(=O)(=O)NCCC(=O)OCC(=O)N(Cc2ccccc2)C(C)(C)C)cc1
-6%	CCOC(=O)C1CCN(C(=O)COC(=O)c2ccc([N+](=O)[O-])o2)CC1
25%	O=C1C(Cl)=C(N2CCCC2)C(=O)N1c1ccccc1F
20%	O=C(COC(=O)CC1CCCC1)Nc1ccc(Br)cc1F
-26%	CCn1c(C)cc(C(=O)CSc2nnnn2C2CCCC2)c1C
5%	CC(C)(CNC(=O)CCNC(=O)c1ccc(Br)cc1)N1CCOCC1
0%[2.29 µM]	O=C(Nc1cccc(Cl)c1)c1cnccn1
-13%	CCN(CC)CCn1c2c(c(SCC(=O)NCc3ccccc3)nc1=O)CCCC2
-2%	COc1cc(Cl)c(C)cc1NC(=O)CN1CCN(C(=O)C2CC2)CC1
-5%	CCOc1ccc(N(C)S(=O)(=O)c2ccc(C)c(C(=O)Nc3nnc(C4CC4)s3)c2)cc1
3%	CCOC(=O)C1CCCN(C(=O)c2cc(S(=O)(=O)N3CCCCCC3)ccc2OC)C1 (centres undefined)
-10%	Cc1cc(OCc2nnc(SC(C)C(=O)O)n2-c2ccccc2)ccc1Cl (centres undefined)
8%	COc1cccc(NC(=O)c2cc3ccccc3cc2OC)c1
-7%	CCCCN1C(=O)C(=O)N(CC(=O)N2CCN(c3ccccc3)CC2)C1=O
2%	CCOc1ccc(CCNC(=O)COC(=O)/C=C/c2ccc(OC(F)F)c(OC)c2)cc1OCC
0%	CN(CC(=O)Nc1ccc(N2CCOCC2)cc1)C(=O)Cc1ccccc1
-19%	Cc1ccc(OCCC(=O)OCC(=O)Nc2ccc3c(c2)OCO3)cc1
25%	C[C@@H]1CCC(=O)N(CC[C@H](Sc2ccc(Br)cc2)c2ccccc2)CC1
1%	CC(C)(C)OC(=O)C[C@@H]1C/C=C\C[C@H](CC(=O)NCCO)C(=O)NC[C@@H](c2ccccc2)OC1=O
-7%	COc1cccc(OCC(=O)N2CCC3(CC2)CC(=O)c2ccccc2O3)c1
-8%	O=[N+]([O-])c1ccc(S(=O)(=O)NCC(c2ccco2)N2CCc3ccccc3C2)cc1 (centres undefined)
3%	CN1CCN(C(=O)CCC(=O)NCc2ccc(F)cc2)CC1
-6%	O=C(COC(=O)CNC(=O)c1cccc(OC(F)F)c1)NCc1ccc2c(c1)OCO2
0%	Cc1cccc([C@@H]2[C@@H]3C(=O)N(Cc4ccccc4)C(=O)[C@@H]3[C@]3(C)C(=O)N(c4ccc(C(F)(F)F)cc4)C(=O)N23)c1
-1%	CCCC(=O)N1CCCC(C(=O)c2ccc(OC)c(OC)c2)C1 (centres undefined)
-3%	Cc1c(C(C)(C)O)[nH]c2ccc(C#N)cc12
-2%	CCc1ccc(NC(=O)COc2coc(CN3CCc4ccccc4C3)cc2=O)cc1
-1%	O=C(O)COc1ccccc1C=NNC(=O)c1ccccc1NS(=O)(=O)c1cccs1
6%	CCOCCCNC(=O)c1ccc(C2SCC(=O)N2Cc2ccccc2)cc1 (centres undefined)
-6%	Cc1cc(C)cc(C(=O)NCc2ccc3c(c2)OCO3)c1
4%	CCCCN(C(=O)CSCC(=O)Nc1ccc(C)cc1)c1c(N)n(CC(C)C)c(=O)[nH]c1=O
1%	O=C(C[C@H]1C[C@H](C(=O)N2CCCCC2)[C@@]2(CCc3ccccc3)c3[nH]c4ccc(Cl)cc4c3CCN2C1=O)NCc1ccco1
?	C[C@@H]1O[C@@H](O[C@H]2[C@H](O)[C@@H](O)[C@H](Oc3c(-c4ccc(O)c(O)c4)oc4cc(O)cc(O)c4c3=O)O[C@@H]2CO)[C@H](O)[C@H](O)[C@H]1O
2%	CC1CCN(C(=O)c2[nH]cnc2C(=O)N2CCN(C(=O)OC(C)(C)C)CC2)CC1
-12%	Cc1ccn2c(=O)nc(SCC(=O)N3CCC(C)CC3)nc2c1
6%	Cc1ccc(NC(=O)CSCC(=O)N(C)Cc2ccc(Cl)c(Cl)c2)cc1
1%	Cc1ccc(C)c(S(=O)(=O)N2CCCC2CNC(=O)C(=O)NCc2ccco2)c1 (centres undefined)
4%	CCN(C[C@H]1N[C@@](C)(C(=O)OC)[C@H]2C(=O)N(C)C(=O)[C@@H]12)S(=O)(=O)c1ccc(OC(F)(F)F)cc1
3%	CC(NC(=O)c1ccccc1)C(=O)NNC(=O)c1ccccc1Cl (centres undefined)
0%	OCC[C@H]1C[C@@H](O)[C@H](O)[C@]2(OCCc3ccccc32)O1
-3%	COc1cc(C(=O)Nc2cccc(C)n2)ccc1OCC(=O)N1CCOCC1
-8%	Cn1c(N2CCCC2)nc2c1c(=O)[nH]c(=O)n2C
-1%	CC1Nc2ncnc(N3CCN(c4ccccc4)CC3)c2N(Cc2ccccc2)C1=O (centres undefined)
-1%	CC[C@@]1(C(=O)OC)N[C@H](CN(C)C(=O)COC)[C@@H]2C(=O)N(Cc3ccccc3)C(=O)[C@@H]21

# (continued)
L3MBTL1 block	Compound
0%	O=C(O)c1ccccc1NS(=O)(=O)c1cccc(N=Nc2c(O)[nH]c(=S)[nH]c2=O)c1
-2%	O=C(Cn1cc(C(F)(F)F)cc(Cl)c1=O)NC1CCS(=O)(=O)C1 (centres undefined)
-3%	O=C(COC(=O)c1cc[n+]([O-])cc1)Nc1cccc(Br)c1
-4%	C[C@@H](NC(=O)c1nc[nH]c1C(=O)NCCCCCNC(=O)OC(C)(C)C)c1ccccc1
-2%	Cc1cccc(NC(=O)c2nc[nH]c2C(=O)N[C@H](C)c2ccccc2)c1
10%	O=C(COc1cccnc1[N+](=O)[O-])N1CCC(Cc2ccccc2)CC1
-1%	Cc1ccc(C(=O)NCC(=O)N(C)CC(=O)Nc2c(Cl)cccc2Cl)s1
5%	COc1ccc(CN2CC[C@@H](N3CCOCC3)[C@H](O)C2)cc1F
4%	CN(C(=O)c1ccc(S(=O)(=O)N2CCCCC2)cc1)C1CCS(=O)(=O)C1 (centres undefined)
11%	COc1ccc(-c2nnc(OC)c3ccccc23)cc1
7%	C/C=C(/C)C(=O)O[C@@H]([C@H](O)c1cc2ccc(=O)oc2cc1OC)C(C)(C)O[C@@H]1O[C@H](CO)[C@@H](O)[C@H](O)[C@H]1O
5%	COc1ccccc1NC(=O)C(C)OC(=O)CSCC(=O)Nc1ccc(C)cc1C (centres undefined)
-4%	O=C(Cc1cccc(NC(=O)C2CCN(C(=O)C3CCCC3)CC2)c1)Nc1cccc(C(=O)N2CCCC2)c1
-5%	CCn1c(SCC(=O)Nc2ccc3[nH]c(=O)[nH]c3c2)nc2ccccc21
1%	CCOc1ncccc1C(=O)NNC(=O)c1cccc(S(=O)(=O)Nc2ccccc2OC)c1
2%	Cn1c(N)c(C(=O)CSc2nnc(N)s2)c(=O)n(C)c1=O

# Reformatted: 2 of the compounds above.
COc1ccccc1NC(=O)C(C)OC(=O)CSCC(=O)Nc1ccc(C)cc1C (centres undefined)
- L3MBTL1 block: 5%

COc1ccc(-c2nnc(OC)c3ccccc23)cc1
- L3MBTL1 block: 11%

# The listing continues.
L3MBTL1 block	Compound
-10%	Cc1ccc(CN(C)C2CCN(C)CC2)cc1
13%	CC(NC(=O)CC1CCCCC1)c1ccccc1 (centres undefined)
-5%	CCN1C(=O)[C@H]2[C@@H](c3ccc(-c4ccc(OC)cc4)c(OC)c3)N3CCCC[C@@]3(C(=O)OC)[C@H]2C1=O
-7%	O=C(CC1SC(N2CCOCC2)=NC1=O)Nc1ccccc1F (centres undefined)
-23%	CCC1CCCCN1CCCNC(=O)Cn1ncc2c(C)n(Cc3ccccc3Cl)c(C)c2c1=O (centres undefined)
?	Cc1cc(C)c(S(=O)(=O)NCCSCc2ccco2)c(C)c1
0%	COc1ccccc1NS(=O)(=O)c1ccc(C)c(C(=O)NCC2(N(C)C)CCCCC2)c1
15%	Clc1ccc(OCCCN2CCc3ccccc3C2)c(Br)c1
-10%	Cc1cccc(NC(=O)CSCC(=O)N2CCN(c3cccc(C(F)(F)F)c3)CC2)c1
2%	Nc1ncnc2c1ncn2[C@@H]1O[C@H](CNCc2ccc(OCC(=O)Nc3ccccn3)cc2)[C@@H](O)[C@H]1O
7%	Cc1cccc(OCC(=O)Nc2nnc(S(=O)(=O)N3CCCCC3)s2)c1
-4%	CC(=O)c1ccc(NC(=O)CN2CCN(c3ccccc3)CC2)cc1
0%	Clc1ccc(-c2cn3ccccc3n2)cc1
2%[2.29 µM]	COc1ccc(NC(=S)NC(=O)/C=C/c2ccco2)c(OC)c1
-4%	COc1ccccc1CCNC(=O)C(=O)Nc1cc2c3c(c1)CC(=O)N3CCC2
?	C=CCn1c(SCC(=O)c2ccc(O)c(O)c2)nnc1-c1cccc(OC)c1
3%	CCOc1ccc(S(=O)(=O)NCC2(N3CCCCC3)CCCCC2)cc1
-1%	Cn1ccc(NS(=O)(=O)c2cc(Br)ccc2Br)n1
-1%	COc1ccc(-c2ccc3c(c2)S(=O)(=O)c2cccc(C(=O)NC[C@@H]4CCCO4)c2C3=O)cc1OC
-9%	COc1ccccc1NC(=O)CSc1nncn1-c1ccccc1
4%	O=C(O)c1ccc(NS(=O)(=O)c2cccc(C(=O)Nc3ccc([N+](=O)[O-])cc3)c2)cc1
-4%	Cc1ccccc1-c1cc(C(=O)NCc2cccs2)n(CC2CC(c3cccnc3)=NO2)n1 (centres undefined)
2%	CCC(C(=O)Nc1ccc(S(=O)(=O)Nc2ncccn2)cc1)c1ccccc1 (centres undefined)
6%	COc1cc(C(=O)N2CCC(C(N)=O)CC2)ccc1OCc1c(C)noc1C

# Gathered by group, the entries above with a CF3 group
L3MBTL1 block	Compound
0%	Cc1cccc([C@@H]2[C@@H]3C(=O)N(Cc4ccccc4)C(=O)[C@@H]3[C@]3(C)C(=O)N(c4ccc(C(F)(F)F)cc4)C(=O)N23)c1
4%	CCN(C[C@H]1N[C@@](C)(C(=O)OC)[C@H]2C(=O)N(C)C(=O)[C@@H]12)S(=O)(=O)c1ccc(OC(F)(F)F)cc1
-2%	O=C(Cn1cc(C(F)(F)F)cc(Cl)c1=O)NC1CCS(=O)(=O)C1 (centres undefined)
-10%	Cc1cccc(NC(=O)CSCC(=O)N2CCN(c3cccc(C(F)(F)F)c3)CC2)c1

# Rewritten with tabs: part of the list above
smiles	L3MBTL1 block
COc1ccc(-c2ccc3c(c2)S(=O)(=O)c2cccc(C(=O)NC[C@@H]4CCCO4)c2C3=O)cc1OC	-1%
COc1ccccc1NC(=O)CSc1nncn1-c1ccccc1	-9%
O=C(O)c1ccc(NS(=O)(=O)c2cccc(C(=O)Nc3ccc([N+](=O)[O-])cc3)c2)cc1	4%

# Further compounds.
L3MBTL1 block	Compound
5%	O=C(CCNC(=O)c1ccc(Cl)cc1)NCc1ccco1
1%	Cn1nnnc1NCc1ccccc1F
0%	CCOC(=O)C1CCN(S(=O)(=O)c2ccc3[nH]c(=O)ccc3c2)CC1
6%	CN(CC(=O)Nc1ccc(F)cc1)C(=O)COC(=O)C1=COCCO1
-10%	CC(C)(C)N1C(=O)[C@H]2[C@@H](c3ccc(Br)cc3)N3C(=O)N(c4cccc(F)c4)C(=O)[C@@]3(Cc3ccccc3)[C@H]2C1=O
1%	CC1CCCN(CC(O)COc2ccc(S(=O)(=O)N3CCCC3)cc2[N+](=O)[O-])C1 (centres undefined)
1%	Cc1cccc(-c2nc(NCCCN(C)C)c3ccccc3n2)c1
-3%	CN(C(=O)Cn1nc(C(=O)O)c2ccccc2c1=O)C1CCCCC1
-3%	COc1ccc(NC(=O)COc2ccc(Br)cc2)c(OC)c1
-2%	O=C(NCC(=O)N1CCN(c2ncccn2)CC1)c1ccccc1F
8%	COc1ccc(N(CC(=O)N2CCc3ccccc3C2)S(C)(=O)=O)cc1Cl
4%	CCOC(=O)[C@H]1[C@H]2COc3ccc(C)cc3[C@@H]2N2C(=O)c3cc(F)c(F)cc3NC(=O)[C@@]12C
0%	CC1(C)NC(=O)N(CC(=O)N2CCN(c3ccc([N+](=O)[O-])cc3)CC2)C1=O
0%	COc1ccc2sc(N(CCCN(C)C)C(=O)c3ccc(S(=O)(=O)N(C)C4CCCCC4)cc3)nc2c1
3%	O=C(N[C@H]1C/C=C\C[C@@H](CC(=O)N(CCO)Cc2ccccc2)C(=O)N2CCC[C@H]2COC1=O)OCC1c2ccccc2-c2ccccc21
3%	Cc1ccc(NC(=O)C(C)SCc2ccccc2)cc1 (centres undefined)
-3%	COc1ccc(Nc2nc(N3CCOCC3)nc(N3CCOCC3)n2)cc1
0%	CN(C)S(=O)(=O)c1cccc(NC(=O)COC(=O)c2ccc3ccccc3n2)c1

# Assay outcomes (PubChem BioAssay)
